hiPSC survival: increases survival of single human iPS cells | survival enhancement, % at 20 µM | actives 0.044% (n = 360,000) | hiPSC single-cell survival, ATPlite luminescence; 100% = ROCK inhibitor wells, 0% = DMSO | AID 602274; in the data active = survival enhancement above about 18%;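 note: cells exposed to compounds for 16 hours before the ATP read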
MITF TRPM1 inh: inhibitors of MITF-driven TRPM1 promoter in melanoma cells; AID 488899; actives 0.83% (n = 330,000); SK-MEL-5 TRPM1 promoter luciferase, 24 h; inhibition, % at 12.5 µM;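 active = mean inhibition across replicates of 60% or more, whatever share of single replicates reaches that level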; note: values of inactives mirror those of a sister screen read the other way
NR2E3 ag-1: activates human photoreceptor nuclear receptor NR2E3; Q9Y5X4; GST-NR2E3/biotin-RetCOR TR-FRET, 1536-well; inhibition of corepressor binding, % at 4.78 µM; actives 0.12% (n = 320,000); AID 2300;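 active = percent inhibition above the cutoff of mean plus 3 SD of all tested compounds, set per screening campaign, cut at about 20% in these data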;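 note: 0% = DMSO wells and 100% = biotin wells as full block of FRET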
Target sequence (Q9Y5X4 whole entry, looked up): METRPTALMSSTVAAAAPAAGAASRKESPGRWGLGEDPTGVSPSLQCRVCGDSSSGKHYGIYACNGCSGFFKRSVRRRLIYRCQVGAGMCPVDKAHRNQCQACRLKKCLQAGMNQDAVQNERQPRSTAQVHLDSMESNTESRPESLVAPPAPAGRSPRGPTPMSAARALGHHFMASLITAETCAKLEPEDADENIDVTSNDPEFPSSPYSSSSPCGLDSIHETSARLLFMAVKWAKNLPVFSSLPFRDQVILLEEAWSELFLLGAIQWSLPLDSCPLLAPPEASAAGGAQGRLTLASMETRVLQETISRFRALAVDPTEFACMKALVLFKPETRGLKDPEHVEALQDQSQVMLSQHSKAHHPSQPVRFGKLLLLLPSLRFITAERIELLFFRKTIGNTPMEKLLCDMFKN
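Test system: GST-NR2E3 and biotin-RetCOR proteins | Quantity: 1.35 nM GST-tagged NR2E3 final | Medium: Tris pH 7.5 | Also added: 7 nM biotin-RetCOR | Dosing: Compound at 4.8 µM, single dose | Timing: 5 h at 4 °C | Detection: Time-resolved FRET | Read-out basis: Percent inhibition | Benchmarks: Biotin wells as high control, 0.6% DMSO wells as low control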
Shn3 inh set2: Schnurri-3 reporter inhibition in Clone20 osteoblasts | Clone20 osteoblast Shn3 3'UTR firefly luciferase, 24 h | actives 0.52% (n = 360,000) | inhibition, % at 12.5 µM;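 active = mean inhibition of at least 75% with every replicate also reaching 75%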;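 note: 0% = median of neutral control wells and 100% = pilot-screen positive control compound; some compounds past the cut are filed as inactive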
Peg3 promoter: reduces Peg3 promoter-driven luciferase expression in HeLa. AID 588405. inhibition, % at 20 µM. actives 1.7% (n = 360,000). HeLa PEG-Prom luciferase reporter, luminescence, overnight;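 active = inhibition of at least 50% at 20 µM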
CF NFkB inh: blocks PAF-induced NF-kB reporter in cystic fibrosis cells; AID 588850; inhibition, % at 5 µM; KKLEB NF-kB-GFP reporter, GFP fluorescence overnight; actives 0.86% (n = 360,000);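 active = at least 50% inhibition at 5 µM, scaled per plate between neutral and stimulator controls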;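 note: PAF is a Pseudomonas aeruginosa culture filtrate used as stimulus; plate controls were PAF-stimulated DMSO wells for no effect and unstimulated DMSO wells for full effect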
HIF-2a inh: HIF-2a inhibition; 786-0 RCC cells HIF-2a reporter, luciferase luminescence, overnight; actives 0.72% (n = 360,000); AID 624352; inhibition, % at 18.8 µM;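 active = inhibition of the luminescence signal of 40% or more relative to plate controls, in a single-dose primary screen at 18.75 µM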
KKLEB tox: reduces viability of KKLEB cystic fibrosis airway cells. KKLEB CF airway cells viability, ATPlite luminescence, overnight; active compounds read low; cells stimulated with P. aeruginosa culture filtrate. activity change (cytotoxicity), % at 5 µM. actives 0.36% (n = 360,000). AID 602141;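 active = corrected activity change at or below -50% at 5 µM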
NR2E3 ag-2: activates human NR2E3 receptor; AID 602229; actives 0.35% (n = 360,000); inhibition of corepressor binding, % at 3.98 µM; CHO-S Gal4-NCOR/VP16-NR2E3 two-hybrid, luciferase; Q9Y5X4;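 active = inhibition above the mean of all tested compounds plus 3 SD, cut at about 70% in these data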;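 note: 0% = DMSO with NR2E3 transfected cells and 100% = cells lacking NR2E3 construct; higher means lower luciferase signal from less NR2E3 corepressor binding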
TWEAK Fn14 block: inhibitors of TWEAK-Fn14 interaction signaling. TWEAK-stimulated Fn14 reporter cells, luciferase luminescence, 8 h. inhibition, % at 10 µM. actives 2% (n = 360,000); in the data active = inhibition above about 50%
aDG glyco act: increases alpha dystroglycan glycosylation; activation, % at 10 µM; Pro5-aDG cells, alpha-DG glycosylation AlphaScreen (IIH6); 0% Pro5, 100% B10-LARGE cell signal; actives 0.22% (n = 360,000);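 active = activation of at least 8% versus controls, or a plate z-score of at least 8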;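 note: Pro5 are CHO cells carrying HIG-tagged alpha-DG that lacks glycosylation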
* marks the source's active call; other numbers are inactive results; nt = not tested or not shown.

SMILES	hiPSC survival	MITF TRPM1 inh	NR2E3 ag-1	Shn3 inh set2	Peg3 promoter	CF NFkB inh	HIF-2a inh	KKLEB tox	NR2E3 ag-2	TWEAK Fn14 block	aDG glyco act
CC1CCCCN1C(=O)CSc1nnc2ccccn12 (stereo not drawn)	0.0	-6	nt	-20	-22	2	-70	6	-7	-11	0.0
COc1ccc(-n2ccnc(SCC(=O)NC3CCCC3)c2=O)cc1OC	-0.4	7	-2	0	12	7	9	-2	-39	4	-0.1
FC(F)(F)c1cccc(Cc2noc(CN3CCCC(OCc4ccccn4)C3)n2)c1 (stereo not drawn)	-0.3	8	5	3	1	-7	17	6	2	-4	0.0
CCOc1ccc(NC(=O)COn2nnc3ccc(S(=O)(=O)N4CCOCC4)cc32)cc1	-3.7	1	1	11	11	17	11	2	13	-14	2.2
CCCn1c(=O)[nH]c2ccccc21	-1.0	5	2	1	-8	-8	9	8	-15	4	-0.3
CCC(C(=O)OC(C)C(=O)Nc1ccc(Cl)cn1)c1ccccc1 (stereo not drawn)	-0.5	0	0	11	4	2	11	-6	2	2	0.1
CCN(CC)c1ccc(/C=N/N2C(=O)c3ccccc3C2=O)cc1	4.2	4	-2	-8	-7	-30	-67	1	-23	-45	-0.1
Cc1ccc(C(=O)NCC(=O)NCCc2ccc(S(N)(=O)=O)cc2)s1	0.5	0	4	-1	17	18	4	-1	-7	17	0.0
CCN(C(=O)CSc1nnc(-c2ccccc2Br)o1)C1CCS(=O)(=O)C1 (stereo not drawn)	-2.5	-6	1	-8	0	-4	10	8	17	10	2.7
COc1cccc(NC(=O)CN(C)C(=O)COc2ccccc2Cc2ccccc2)c1	-0.2	6	-1	5	21	16	7	12	-26	18	0.0
CN(C)CCSc1nc(O)c(-c2ccccc2)c(=O)n1-c1ccccc1	-0.6	-9	-1	8	24	-9	18	-8	5	8	-0.2
O=c1sc2ccccc2c(=O)n1Cc1ccccc1F	-0.8	-2	-2	-2	3	-6	-4	-1	-6	-3	0.0
CCC1(c2ccc(F)cc2)NC(=O)N(CC(=O)NCc2ccc(F)cc2)C1=O (stereo not drawn)	-0.3	0	2	9	-1	-13	15	3	8	15	0.1
CCC(=O)Nc1ccc(Cl)c(-c2nc3ncccc3o2)c1	2.3	-4	2	10	-1	-10	-11	2	4	-8	0.5
CCCNC(=O)COC(=O)c1cc(SC)ccc1Cl	-0.1	-5	0	-3	-5	1	15	2	9	-22	0.1
Cn1c(CNC(=O)CNC(=O)c2cccc(F)c2)cc(=O)n(C)c1=O	0.3	-2	1	3	4	-23	2	35	7	1	-0.1
O=C1c2ccccc2-c2nnc(-c3ccccc3)cc21	-5.7	0	1	9	-32	-2	-77	-12	-120	72*	1.7
COc1ccc(NC(=O)COC(=O)C23CCC(=O)N2c2ccccc2S3)cc1 (stereo not drawn)	-0.7	2	1	0	-8	-14	9	4	-8	-3	-0.1
CC(Oc1ccc(Br)cc1)C(=O)Nc1ccc(S(=O)(=O)NC2=NCCCCC2)cc1 (stereo not drawn)	-0.2	7	nt	33	14	-12	0	-14	12	6	0.2
Cc1ccc(S(=O)(=O)N2CCN(C(=O)c3n[nH]c(=O)c4ccccc34)CC2)cc1	-1.2	-2	2	-4	0	23	6	0	5	13	0.0
Cc1cc(C)nc(SCC(=O)OCC(=O)Nc2ccccc2)n1	-0.6	12	2	16	8	1	5	-3	3	1	0.1
C/C(=N\NC(=O)CSc1nc2ccccc2s1)c1cccnc1	1.0	-7	-1	1	-14	3	-30	0	-45	4	0.0
Cc1cc(C)cc(S(=O)(=O)c2cn(C)c3cc(N4CCN(C)CC4)c(F)cc3c2=O)c1	-0.5	51	-2	-6	100*	6	1	-7	5	-8	0.0
COCCCN1CC23C=CC(O2)C(C(=O)OC)C3C1=O (stereo not drawn)	0.1	8	-4	-16	17	1	1	0	-7	-14	-0.1
O=C(CNc1cccc(F)c1)N1CCc2ccccc2C1	-0.3	-75	-4	-64	-300	-25	-241	3	-156	-9	0.0

Following part:
SMILES	hiPSC survival	MITF TRPM1 inh	NR2E3 ag-1	Shn3 inh set2	Peg3 promoter	CF NFkB inh	HIF-2a inh	KKLEB tox	NR2E3 ag-2	TWEAK Fn14 block	aDG glyco act
COc1ccccc1NS(=O)(=O)c1cc(NC(=O)CCNC(C)=O)ccc1N1CCCCC1	1.4	6	1	-10	10	-10	1	6	-17	10	-0.1
CN(C(=O)CSc1nnc(-c2ccc(Cl)cc2)n1C)C1CCS(=O)(=O)C1 (stereo not drawn)	1.5	nt	nt	-12	5	6	2	6	-5	-2	0.1
O=S1(=O)Nc2c(ccc3cccnc23)-c2ccccc21	-3.4	77*	-2	88*	111*	52*	18	12	102*	105*	-0.3
O=c1c2ccccc2nc(SCc2nc3ccccc3s2)n1CCCO	-1.4	-64	1	-88	-183	-10	-184	-4	-95	-8	-0.4
COCCN1CCn2c(nc3cc(Nc4nnc(C)c5ccccc45)ccc32)C1	-0.6	-1	-1	12	-4	11	3	-6	-32	7	0.0
CCOC(=O)C1=CCN(S(=O)(=O)c2ccccc2Cl)C1c1cccc(F)c1 (stereo not drawn)	-0.1	nt	nt	20	18	3	16	-10	8	20	-0.1
CS(=O)(=O)N1N=C(c2ccco2)CC1c1ccc(Br)cc1 (stereo not drawn)	2.7	-12	-4	-19	-77	11	-89	-2	-18	-12	0.2
CN(C(=O)c1cccc(NC(=O)Cc2ccc(NC(=O)C3CCN(C(=O)C4CCC4)CC3)cc2)c1)C1CC1	-0.8	-3	nt	4	-19	5	-9	11	-36	4	-0.2
CN(C)CCNc1ncnc2oc(-c3ccccc3)c(-c3ccccc3)c12	-0.3	-12	nt	10	71*	27	4	-21	6	-54	0.9
COc1ccc(-c2noc(CCc3ccccc3)n2)cc1	-0.4	-51	1	-82	-197	-14	-287	0	-53	-43	-0.1
Cn1cc(Br)c(-c2cccc(N3C(=O)CC(C)(C)CC3=O)c2)n1	-0.6	5	1	6	17	4	23	-7	-29	3	0.0
Cc1ccc(NC(=S)NC(=O)c2cncc(Br)c2)cc1Cl	0.3	nt	0	nt	-10	6	-41	-5	-19	-21	-0.1
O=C(OCC(O)C(O)C(O)C(SCc1ccccc1)SCc1ccccc1)c1ccccc1 (stereo not drawn)	-2.7	9	nt	-16	17	12	9	-9	-20	16	0.2
c1ccc(CSc2ccc3nnc(-c4cccnc4)n3n2)cc1	0.6	-3	-3	-22	0	8	8	-10	-13	-21	0.1
S=C1NNC2(CC3CC2C2CCCC32)NN1 (stereo not drawn)	-0.6	0	4	-5	-25	-10	-3	3	-10	-1	-0.2
C(=N\Nc1nc2ccccc2[nH]1)/c1cccs1	1.2	-59	-4	-50	-225	-2	-258	7	-92	-14	0.0
O=C(OCc1nc2ccsc2c(=O)[nH]1)c1ccccc1	2.0	-2	-2	-11	-23	17	-4	2	-17	1	-0.1
O=C(O)c1ccc(NC(=S)N2CCCCC2)cc1	-0.3	-17	2	-1	-10	16	-7	-10	-8	8	0.3
CCOC(=O)C1CCCN(C/C=C/c2ccccc2[N+](=O)[O-])C1 (stereo not drawn)	-1.1	12	4	28	8	-5	14	15	6	6	0.0
CC(=O)c1ccc(NC(=O)CCNC(=O)c2ccc(Cl)cc2)cc1	1.2	-14	1	-12	-57	-8	-89	13	-22	-18	0.0
O=C(COC(=O)/C=C/c1cccc(F)c1)Nc1cccc(S(=O)(=O)NC2=NCCCCC2)c1	-0.4	-3	nt	-14	1	-10	-6	4	0	-13	0.0
CC1CCCC(C)N1C(=O)COC(=O)c1c[nH]c2ccccc12 (stereo not drawn)	1.4	-20	4	-9	-16	30	-59	0	-1	8	0.1
CCOC(=O)c1cc2sc(C)cc2n1CC(=O)NCc1ccc(F)cc1	6.3	7	2	-1	13	-16	7	13	-19	-3	0.2
CC(=O)N1CCc2cc(Br)cc(S(=O)(=O)NCCCN3CCC(C)CC3)c21	-1.1	4	-1	-1	0	-1	18	3	-21	-3	0.0
COc1cccc(C(=O)C2CCCN(Cc3cccc(OCCO)c3)C2)c1 (stereo not drawn)	-0.7	0	-2	-9	16	11	6	-7	4	5	0.1

Part of the list above, as comma-separated lines:
smiles,hiPSC survival,MITF TRPM1 inh,NR2E3 ag-1,Shn3 inh set2,Peg3 promoter,CF NFkB inh,HIF-2a inh,KKLEB tox,NR2E3 ag-2,TWEAK Fn14 block,aDG glyco act
O=C(O)c1ccc(NC(=S)N2CCCCC2)cc1,-0.3,-17,2,-1,-10,16,-7,-10,-8,8,0.3
COc1cccc(C(=O)C2CCCN(Cc3cccc(OCCO)c3)C2)c1 (stereo not drawn),-0.7,0,-2,-9,16,11,6,-7,4,5,0.1

The results go on:
SMILES	hiPSC survival	MITF TRPM1 inh	NR2E3 ag-1	Shn3 inh set2	Peg3 promoter	CF NFkB inh	HIF-2a inh	KKLEB tox	NR2E3 ag-2	TWEAK Fn14 block	aDG glyco act
CCN(CC)C(=O)[C@H]1CC(CC(=O)NC(C)(C)C)C(=O)N2CCc3c([nH]c4ccc(OC)cc34)[C@]12C (stereo partly drawn)	3.9	-3	nt	0	13	-17	14	4	5	2	-0.1
CC1(C(=O)NS(=O)(=O)c2cccs2)CCN1C(=O)c1ccccc1 (stereo not drawn)	-0.6	nt	nt	5	-13	-4	-20	0	-4	-1	-0.3
CCCC(=O)Nc1c2c(nn1-c1ccc(OC)cc1)CS(=O)(=O)C2	-2.4	-14	1	-12	-1	6	7	-8	-11	-8	-0.2
CC(=O)Nc1ccc(Sc2ccccc2C(=O)O)cc1	-0.9	0	0	-16	7	-6	15	-1	41	-2	0.3
O=C1C(Cl)=C(NCCN2CCOCC2)C(=O)c2ccccc21	0.3	69*	-8	11	-23	12	-7	4	-61	22	4.5
CCCCNC(=O)c1oc2ccc(S(=O)(=O)N3CCCC3)cc2c1C	-0.1	10	2	11	15	19	15	-9	15	23	0.0
C=CCc1cccc(CNc2nc3ccccc3n2C(C)C)c1O	1.8	0	-1	28	27	-12	-10	-3	1	21	0.8
CCCn1c(CCl)nc2cc(S(=O)(=O)N3CCOCC3)ccc21	1.1	-12	nt	-15	-1	-26	14	28	-32	-5	0.1
O=C1C(=O)N(c2ccccc2)C(c2ccccc2[N+](=O)[O-])/C1=C(\O)c1ccccc1 (stereo not drawn)	1.0	1	2	-16	-108	1	-194	4	-35	-12	0.7
Cn1c(SCC(=O)Nc2ncc(C(F)(F)F)cc2Cl)nnc1-c1ccc(Cl)cc1	-0.3	-11	-3	-4	3	-3	13	5	3	12	-0.3
CCNC(=O)CSc1nnc(-c2ccccc2Br)n1-c1cccc(C(F)(F)F)c1	-0.7	4	-2	-14	7	10	16	-5	-12	-1	-0.3

Two consecutive entries from above, quoted:
SMILES	hiPSC survival	MITF TRPM1 inh	NR2E3 ag-1	Shn3 inh set2	Peg3 promoter	CF NFkB inh	HIF-2a inh	KKLEB tox	NR2E3 ag-2	TWEAK Fn14 block	aDG glyco act
C=CCc1cccc(CNc2nc3ccccc3n2C(C)C)c1O	1.8	0	-1	28	27	-12	-10	-3	1	21	0.8
CCCn1c(CCl)nc2cc(S(=O)(=O)N3CCOCC3)ccc21	1.1	-12	nt	-15	-1	-26	14	28	-32	-5	0.1

Screens: PubChem BioAssay, several laboratories
